TPT1 inhibitor: blocks Candida albicans tRNA 2'-phosphotransferase; recombinant caTPT1, FP RNA substrate dephosphorylation; inhibition, % at 5 µM; actives 0.81% (n = 300,000); AID 1962;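 active = inhibition above the mean of all tested compounds plus 3 SD, set per screening campaign, cut at about 24% in these data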;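 also: plate controls were DMSO alone for no effect and ferristatin control at 100 nM for full effect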
CTSL1 counter: blocks F. hepatica cathepsin L1 in PFM18AAP counter-screen; recombinant F. hepatica cathepsin L1, Z-Leu-Arg-MCA fluorescence; inhibition, % at 5.96 µM; AID 1906; actives 0.49% (n = 300,000);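 active = inhibition above the mean of all tested compounds plus 3 SD, set per screening campaign, cut at about 17% in these data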;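 also: 0% = plate median of test compound wells and 100% = 1 µM Z-Phe-Ala-diazomethylketone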
proCasp7 act: counter-screen: procaspase-7 (human) activation | activation, % at 8.5 µM | recombinant procaspase-7, Ac-DEVD-pNA absorbance 405 nm; D23A/D198A/D206A triple mutant, cannot self-cleave; scale: DMSO 0, 5 µM enzyme 100 | actives 0.093% (n = 330,000) | AID 463210;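 active = percent activation above the screen-wide mean plus 3 SD, cut at about 25% in these data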
Target sequence (P55210 whole entry D23A/D198A/D206A): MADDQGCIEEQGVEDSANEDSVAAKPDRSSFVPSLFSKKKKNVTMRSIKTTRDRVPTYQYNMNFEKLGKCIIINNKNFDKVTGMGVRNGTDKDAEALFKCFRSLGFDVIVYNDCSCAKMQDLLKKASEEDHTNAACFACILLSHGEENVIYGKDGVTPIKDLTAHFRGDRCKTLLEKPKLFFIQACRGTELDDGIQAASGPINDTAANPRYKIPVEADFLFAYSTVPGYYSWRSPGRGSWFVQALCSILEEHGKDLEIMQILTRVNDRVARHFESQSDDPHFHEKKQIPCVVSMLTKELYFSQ
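System: Uncleavable procaspase-7 mutant enzyme; Amount: 2 µM procaspase-7 mutant as dispensed; Schedule: 1 h compound preincubation, 2 h substrate cleavage, 25 °C; Measured by: 405 nm absorbance of p-nitroaniline; Evaluation: percent activation from buffer-corrected 0–120 min absorbance change; Control set: low DMSO alone, high DMSO plus 5 µM PC-7.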
Efflux pump mplx: inhibitors of Candida antifungal efflux pumps expressed in yeast | actives 0.44% (n = 330,000) | inhibition, % at 10 µM | S. cerevisiae Candida pump triplex, Nile Red efflux;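 active = plate passing quality check with inhibition over a set limit, or well fluorescence over plate mean plus 4 SD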;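 also: Nile Red retained in pooled yeast measured as flow cytometry median fluorescence; 0% = buffer negative control and 100% = Enniatin B positive control; higher means more Nile Red kept so more efflux inhibition; some compounds called inactive have numbers as strong as hits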
PP1 counter: PP1-alpha (human) inhibition in PP5 counter-screen; P62136; purified PP1alpha, OMFP fluorescence; inhibition, % at 6.7 µM; actives 0.9% (n = 320,000);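 active = inhibition above the mean inhibition of all tested compounds plus 3 SD, computed separately for each screening campaign, cut at about 15% in these data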
core dimer inh: blocks dimerization of HCV core protein | TR-FRET GST/Flag-core106 dimerization, 1536-well | inhibition, % at 5 µM | actives 0.33% (n = 300,000);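 active = inhibition above the mean of all tested compounds plus 3 SD, set per screening campaign, cut at about 45% in these data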
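assay system = GST-tagged and Flag-tagged HCV core protein residues 1-106 | controls = unlabelled core106 and no-GST-core106 wells | incubation = compound-protein-antibody incubation 4 h at 22.5 °C | probe or stimulus = Eu donor and XL665 acceptor anti-tag antibodies | read-out = % inhibition based on acceptor/donor emission ratio | signal = TR-FRET 671 and 617 nm emission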
PP5 primary: inhibitors of human protein phosphatase 5 (PP5) | inhibition, % at 6.7 µM | AID 1987 | P53041 | purified PP5c, OMFP substrate fluorescence | actives 0.18% (n = 320,000);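 active = inhibition above the campaign's mean inhibition across all tested compounds plus 3 SD, cut at about 9.5% in these data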;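 also: 0% = DMSO only and 100% = 100 µM cantharidin control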
proCasp3 act: procaspase-3 (human) activation | P42574 | activation, % at 8.5 µM | recombinant procaspase-3 D3A, Ac-DEVD-pNA absorbance 405 nm | actives 0.11% (n = 330,000);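 active = activation above the mean of all tested compounds plus 3 SD, cut at about 21% in these data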;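 also: 0% = DMSO alone and 100% = DMSO wells spiked with extra 5 µM PC-3 D3A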
Target sequence (P42574 whole entry D9A/D28A/D175A): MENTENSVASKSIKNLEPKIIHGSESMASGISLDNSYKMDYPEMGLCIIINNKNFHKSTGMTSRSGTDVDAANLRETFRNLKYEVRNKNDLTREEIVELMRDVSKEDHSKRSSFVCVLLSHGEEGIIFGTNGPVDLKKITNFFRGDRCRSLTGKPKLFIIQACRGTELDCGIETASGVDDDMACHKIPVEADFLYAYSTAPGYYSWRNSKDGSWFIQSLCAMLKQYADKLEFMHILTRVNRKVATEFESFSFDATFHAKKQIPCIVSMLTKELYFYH
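Compound: 8.5 µM single point, 0.8% DMSO / Material: Autoprocessing-dead procaspase-3 D3A mutant enzyme / Timing: 1 h preincubation plus 2 h reaction at 25 °C / Medium: Zinc-free HEPES/NaCl buffer with 0.01% Triton X-100 at pH 7.4 / Technique: 405 nm absorbance of p-nitroaniline, reads at 0 and 120 min / Repeats: one well per compound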
GASC-1 inh: inhibitors of human GASC-1 (JMJD2C) demethylase; Q9H3R0; GST-JMJD2C(1-420) H3K9me3 demethylation, DELFIA europium; AID 2099; actives 0.069% (n = 330,000); inhibition, % at 2.35 µM;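 active = more than half of a compound's replicate wells show inhibition beyond 50%, single wells judged on their own value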;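 also: signal counts dimethyl H3K9 product captured on neutravidin plate; 0% = median of DMSO wells and 100% = 0.3 times that DMSO median; strong numbers were not always called active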
Target sequence (Q9H3R0 1-420 limits assumed): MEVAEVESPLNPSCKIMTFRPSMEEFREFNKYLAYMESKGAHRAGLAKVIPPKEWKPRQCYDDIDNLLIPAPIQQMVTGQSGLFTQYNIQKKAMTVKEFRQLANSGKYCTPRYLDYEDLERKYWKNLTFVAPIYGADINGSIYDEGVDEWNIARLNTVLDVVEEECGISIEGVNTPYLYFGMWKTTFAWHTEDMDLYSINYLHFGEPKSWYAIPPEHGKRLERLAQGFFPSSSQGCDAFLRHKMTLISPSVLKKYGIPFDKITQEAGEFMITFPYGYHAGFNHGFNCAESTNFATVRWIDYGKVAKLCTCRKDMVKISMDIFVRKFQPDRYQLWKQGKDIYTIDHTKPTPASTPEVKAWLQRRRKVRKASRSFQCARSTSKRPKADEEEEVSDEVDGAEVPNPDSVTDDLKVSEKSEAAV
Active calls of the source: *; & = joins results of further samples.

Results for CCOC(=O)c1[nH]cnc1C(=O)NC1CCN(C(=O)OC(C)(C)C)CC1 ?
proCasp7 act: 10; Efflux pump mplx: -0.1; PP1 counter: -3; PP5 primary: -0.1; proCasp3 act: 0; GASC-1 inh: -7

Results for OCCNCc1cc(Br)ccc1OCc1ccc(F)cc1 ?
TPT1 inhibitor: 6; CTSL1 counter: 1; proCasp7 act: 14; Efflux pump mplx: 0.0; PP1 counter: 0; core dimer inh: 0; PP5 primary: -1.0; proCasp3 act: -1; GASC-1 inh: 2

What do the screens show for `O=C(CC(Nc1ccc(Cl)cc1)C(=O)O)c1ccccc1` (stereo unspecified)?
TPT1 inhibitor: -1; CTSL1 counter: -2; proCasp7 act: -34; Efflux pump mplx: 0.1; PP1 counter: 1; core dimer inh: -1; PP5 primary: 0.3; proCasp3 act: -28; GASC-1 inh: 13

Results for N#CC1=C(N)N2C(=C(C#N)C1c1ccc(Br)cc1)Nc1ccccc12 (stereo unspecified) ?
TPT1 inhibitor: 3; CTSL1 counter: -1; proCasp7 act: -9; Efflux pump mplx: 0.2; PP1 counter: 10; core dimer inh: 1; PP5 primary: 4.6; proCasp3 act: -2; GASC-1 inh: 8

How did CCOC(=O)C1CCCN(Cc2ccc(OCc3ccccc3)cc2)C1 (stereo unspecified) do in these assays?
TPT1 inhibitor: -1; CTSL1 counter: 4; proCasp7 act: 1; Efflux pump mplx: 0.1; PP1 counter: 2; core dimer inh: -7; PP5 primary: 7.5; proCasp3 act: 1; GASC-1 inh: 153

How did CCC(CC)c1nnc(NC(=O)c2nn(C)c(=O)c3ccccc23)s1 do in these assays?
TPT1 inhibitor: -1; CTSL1 counter: 1; proCasp7 act: 4; Efflux pump mplx: 0.0; PP1 counter: -3; core dimer inh: 3; PP5 primary: -2.2; proCasp3 act: -3; GASC-1 inh: 0

What do the screens show for `COc1ccc(C2/C=C\CN(Cc3ccncc3)CC(=O)N2Cc2ccc(F)cc2)cc1` (stereo unspecified)?
TPT1 inhibitor: -3; CTSL1 counter: 1; proCasp7 act: 0; PP1 counter: 1; core dimer inh: 8; PP5 primary: 1.6; proCasp3 act: 6; GASC-1 inh: 5

How did CCCc1ccc2oc(C(=O)N(C)Cc3cnccn3)c(C)c2c1 do in these assays?
TPT1 inhibitor: -2; CTSL1 counter: 16; proCasp7 act: 7; Efflux pump mplx: 0.0; PP1 counter: 0; core dimer inh: -20; PP5 primary: -3.2; proCasp3 act: -1; GASC-1 inh: -1

How did CC(=O)Nc1nnc(COc2ccc(Cl)cc2)s1 do in these assays?
TPT1 inhibitor: 1; CTSL1 counter: 0; proCasp7 act: 1; Efflux pump mplx: 0.1; PP1 counter: 5; core dimer inh: 0; PP5 primary: 0.0; proCasp3 act: -5; GASC-1 inh: 10

What do the screens show for `O=C1CCCN1c1ccc(S(=O)(=O)Nc2cccnc2)cc1`?
TPT1 inhibitor: -2; CTSL1 counter: -4; proCasp7 act: 2; Efflux pump mplx: 0.1; PP1 counter: -5; core dimer inh: 2; PP5 primary: -0.8; proCasp3 act: -1; GASC-1 inh: -1

Results for CC(C)Sc1nc2[nH]ncc2c(=O)[nH]1 ?
TPT1 inhibitor: 1; CTSL1 counter: 2; proCasp7 act: -6; Efflux pump mplx: 0.1; PP1 counter: -2; core dimer inh: -5; PP5 primary: -1.7; proCasp3 act: 3; GASC-1 inh: -6

How did COc1ccc(-c2cc(C(F)(F)F)nc(S(C)(=O)=O)n2)cc1OC do in these assays?
TPT1 inhibitor: 0; CTSL1 counter: 2; proCasp7 act: -1; Efflux pump mplx: 0.0; PP1 counter: -3; core dimer inh: 0; PP5 primary: 6.5; proCasp3 act: -1; GASC-1 inh: 134

What do the screens show for `Cc1cc(C)n(C(=O)c2ccc(NC(=O)C3COc4ccccc4O3)cc2)n1` (stereo unspecified)?
TPT1 inhibitor: -2; CTSL1 counter: -1; proCasp7 act: -5; Efflux pump mplx: 0.4; PP1 counter: -8; core dimer inh: 6; PP5 primary: 4.2; proCasp3 act: -3; GASC-1 inh: -7

What do the screens show for `CCOc1ccc(CCNC(=O)C2CCN(c3nnc(-n4cccc4)s3)CC2)cc1`?
TPT1 inhibitor: -1; CTSL1 counter: 3; proCasp7 act: -11; Efflux pump mplx: -0.3; PP1 counter: 7; core dimer inh: 5; PP5 primary: 0.1; proCasp3 act: 9; GASC-1 inh: 11

How did NS(=O)(=O)c1ccc(CCNC(=O)CC(NC(=O)c2ccccc2Cl)c2ccccc2)cc1 (stereo unspecified) do in these assays?
TPT1 inhibitor: -1; CTSL1 counter: -5; proCasp7 act: 5; Efflux pump mplx: 0.1; PP1 counter: -3; core dimer inh: 1; PP5 primary: 0.3; proCasp3 act: -4; GASC-1 inh: -14

What do the screens show for `O=C(COc1ccccc1)Nc1nnc(S(=O)(=O)Nc2ccccc2)s1`?
TPT1 inhibitor: -5; CTSL1 counter: -1; proCasp7 act: 9; Efflux pump mplx: -0.2; PP1 counter: 2; core dimer inh: 8; PP5 primary: -1.2; proCasp3 act: 9; GASC-1 inh: -14

What do the screens show for `COc1ccc2[nH]cc(CCNC(C)=O)c2c1`?
TPT1 inhibitor: 4; CTSL1 counter: -1; proCasp7 act: 4; Efflux pump mplx: 0.1; PP1 counter: -2; core dimer inh: -6; PP5 primary: -2.8; proCasp3 act: 4; GASC-1 inh: 3

How did O=C(O)c1ccccc1OCc1nc2ccccc2s1 do in these assays?
TPT1 inhibitor: 1; CTSL1 counter: -2; proCasp7 act: -7; Efflux pump mplx: -0.1; PP1 counter: 2; core dimer inh: -19; PP5 primary: 4.8; proCasp3 act: 2; GASC-1 inh: -6

Results for CN1CCN(C(=O)c2ccccc2NC(=O)c2cccc(Cl)c2)CC1 ?
TPT1 inhibitor: -2; CTSL1 counter: 1; proCasp7 act: 6; Efflux pump mplx: 0.3; PP1 counter: 0; core dimer inh: -11; PP5 primary: 2.7; proCasp3 act: -2; GASC-1 inh: 3

Results for C/C(=N/NS(=O)(=O)c1cc(C)ccc1C)c1c[nH]c2ccccc12 ?
TPT1 inhibitor: -5; CTSL1 counter: 6; proCasp7 act: -3; Efflux pump mplx: -0.1; PP1 counter: 1; core dimer inh: -11; PP5 primary: 2.7; proCasp3 act: 2; GASC-1 inh: -7

Results for CCOC(=O)[C@H]1[C@H]2COc3ccc(C)cc3[C@@H]2N2C(=O)[C@@H](C)NC(=O)[C@@]12C ?
proCasp7 act: 23; Efflux pump mplx: -0.2; PP1 counter: 2; PP5 primary: 0.3; proCasp3 act: 6; GASC-1 inh: 0

What do the screens show for `NS(=O)(=O)c1ccc(CNC(=S)NC(=O)c2ccco2)cc1`?
proCasp7 act: -1; Efflux pump mplx: -0.1; proCasp3 act: 0; GASC-1 inh: 3

What do the screens show for `O=C(CSc1n[nH]c(-c2ccccn2)n1)Nc1cccc(Cl)c1`?
TPT1 inhibitor: -2; CTSL1 counter: 1; proCasp7 act: 5; Efflux pump mplx: 0.0; PP1 counter: 8; core dimer inh: 8; PP5 primary: -1.0; proCasp3 act: -2; GASC-1 inh: -5

How did CCC1C(C#N)=C(N)OC2=C1C(=O)CC(C)(C)C2 (stereo unspecified) do in these assays?
TPT1 inhibitor: -1; CTSL1 counter: 1; proCasp7 act: 5; Efflux pump mplx: 0.0; PP1 counter: -6; core dimer inh: -3; PP5 primary: 0.6; proCasp3 act: 4; GASC-1 inh: 3&-2

How did Cc1cccn2c(=O)c3cc(C(=O)NCC(C)C)sc3nc12 do in these assays?
TPT1 inhibitor: 0; CTSL1 counter: -8; proCasp7 act: 6; Efflux pump mplx: -0.1; PP1 counter: -3; core dimer inh: 9; PP5 primary: -2.6; proCasp3 act: 2; GASC-1 inh: -8

Results for Cc1cccc(N(C(=O)Cn2nnc3ccccc32)C(C(=O)NCc2ccco2)c2ccncc2)c1C (stereo unspecified) ?
TPT1 inhibitor: -6; CTSL1 counter: -1; proCasp7 act: -5; Efflux pump mplx: -0.3; PP1 counter: -5; core dimer inh: 5; PP5 primary: 3.1; proCasp3 act: -4; GASC-1 inh: -6

Results for O=C(COC(=O)c1cccs1)NCC1CCCCC1 ?
TPT1 inhibitor: 0; CTSL1 counter: -7; proCasp7 act: 3; Efflux pump mplx: 0.1; PP1 counter: -1; core dimer inh: -3; PP5 primary: 3.8; proCasp3 act: -2; GASC-1 inh: 8

Results for CC(=O)N1CCSc2ccc(S(=O)(=O)NCCc3cccc(C)c3)cc21 ?
TPT1 inhibitor: -1; CTSL1 counter: -2; proCasp7 act: -8; Efflux pump mplx: 0.1; PP1 counter: -2; core dimer inh: -1; PP5 primary: 2.5; proCasp3 act: 5; GASC-1 inh: 7

How did Cc1cc(NC(=O)CCC(=O)N(c2ccccc2)C(C(=O)NC2CCCCC2)c2cccs2)no1 (stereo unspecified) do in these assays?
TPT1 inhibitor: 3; CTSL1 counter: 5; proCasp7 act: 6; Efflux pump mplx: -0.2; PP1 counter: -3; core dimer inh: 5; PP5 primary: 1.4; proCasp3 act: 0; GASC-1 inh: -3

Results for O=c1[nH]c(SCc2ccccc2Cl)nc2c1CCC2 ?
TPT1 inhibitor: -1; CTSL1 counter: -1; proCasp7 act: 16; Efflux pump mplx: 0.0; PP1 counter: -2; core dimer inh: 0; PP5 primary: 1.9; proCasp3 act: -4; GASC-1 inh: 3

Results for Oc1cccc(Nc2c3ccccc3nc3ccccc23)c1 ?
TPT1 inhibitor: 54*; CTSL1 counter: 3; proCasp7 act: -9; Efflux pump mplx: -0.3; PP1 counter: -1; core dimer inh: -6; PP5 primary: 1.1; proCasp3 act: -12; GASC-1 inh: 8

How did O=S(=O)(NCCc1cn2ccccc2n1)c1ccc(F)c(C(F)(F)F)c1 do in these assays?
TPT1 inhibitor: 1; CTSL1 counter: -3; proCasp7 act: 2; Efflux pump mplx: 0.5*; PP1 counter: -6; core dimer inh: -7; PP5 primary: 3.3; proCasp3 act: -2; GASC-1 inh: 1

How did COc1ccc(C(=O)OCc2cc3cccc(C)c3[nH]c2=O)cc1 do in these assays?
TPT1 inhibitor: 8; CTSL1 counter: 0; proCasp7 act: 2; Efflux pump mplx: 0.2; PP1 counter: -4; core dimer inh: 38; PP5 primary: -1.5; proCasp3 act: -1; GASC-1 inh: 8

Results for O=C(Nc1ccccc1)c1ccsc1 ?
TPT1 inhibitor: -3; CTSL1 counter: 1; proCasp7 act: -7; Efflux pump mplx: -0.1; PP1 counter: -1; core dimer inh: -2; PP5 primary: -1.0; proCasp3 act: 12; GASC-1 inh: 10

Assay outcomes: PubChem, several laboratories
